# Scp-1 inhibitor: inhibitors of human Scp-1 phosphatase; Q9GZU7; Recombinant Scp1, phosphopeptide, malachite green phosphate absorbance; inhibition, % at 20 µM; 0.88% of 340,000 active;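 active = inhibition above about 50% at 20 µM, limit read from the data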;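 note: plate controls were DMSO wells with enzyme for no effect and wells lacking enzyme for full effect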
#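 Test system – truncated SCP-1 phosphatase (76-261aa) · Reagent – Phosphorylated 17-residue peptide substrate · Incubation – 45 min room-temperature reaction, 5 min colour, 30 min stabiliser · Detection – colorimetric phosphate reagent with accelerator and stabiliser, absorbance at 630 nm · Measure – % inhibition at 20 µM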
# STEP inh: inhibitors of human striatal-enriched phosphatase STEP | P54829 | recombinant STEP, OMFP fluorogenic substrate, fluorescence | inhibition, % at 20 µM | 0.25% of 360,000 active;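 active = inhibition at 20 µM, scaled per plate between control wells, above about 37%, limit read from the data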;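 note: 0% = DMSO with enzyme and substrate and 100% = substrate only without enzyme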
#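 System: STEP (striatal-enriched tyrosine phosphatase) enzyme, cell-free; medium: Bis-Tris pH 6.0 buffer with DTT, detergent; dosing: 20 µM, 1% DMSO; times: reaction 20 min, ambient temperature; detection: fluorescence, 480/540 nm; read-out basis: normalized % inhibition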
# CSN inh: blocks human CSN-mediated cullin deneddylation; Q92905; Purified CSN, SCF-Nedd8-OG deneddylation, fluorescence polarization; inhibition, % at 12.5 µM; 0.38% of 360,000 active; AID 651999;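 active = pattern-corrected inhibition above about 35%, with an unprinted fluorescence ratio check between 0.5 and 1.5, limit read from the data, passing the limit was not always enough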;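 note: 0% = enzyme with substrate and 100% = substrate without enzyme; some results filed as inactive read as strong as hits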
#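 Material: purified human Csn5 enzyme expressed in HEK293T cells / Medium: Tris buffer pH 7.5, NaCl, DTT, Tween-20, trehalose, ovalbumin / Compound dosing: 12.5 µM single point / Schedule: 90 min incubation of compound, enzyme and substrate at room temperature / Signal: fluorescence polarization of the substrate / Control set: no-enzyme wells high, enzyme-with-substrate wells low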
# NadD inh: inhibitors of Staphylococcus aureus NadD; purified NadD enzyme, colorimetric absorbance read-out; inhibition, % at 20 µM; 0.78% of 360,000 active; AID 602399; in the data active = inhibition above about 26%; note: some compounds past the cut are filed as inactive
# Rin1 Abl inh: blocks binding of human Rin1 to Abl. 0.4% of 360,000 active. inhibition, % at 7.35 µM. TR-FRET Rin1/Abl binding, biochemical. AID 588664. P00519+Q13671; in the data active = inhibition above about 5%, passing the limit was not always enough
# LMPTP block: blocks human LMPTP phosphatase. inhibition, % at 20 µM. P24666. AID 651560. recombinant LMPTP-A, OMFP fluorogenic substrate, fluorescence intensity. 0.22% of 360,000 active;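 active = compounds that cut the enzyme signal by at least half of the control window in the single-dose screen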;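 note: plate controls were DMSO wells with enzyme plus substrate for no effect and substrate without enzyme for full effect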
#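 Assay system: LMPTP-A phosphatase enzyme | Input: 0.625 nM enzyme | Also added: Fluorogenic phosphatase substrate OMFP at 400 µM final | Compound dosing: One test concentration per compound, 20 µM, with 3% DMSO overall | Schedule: 50 min enzyme reaction at room temperature, protected from light | Signal: Fluorescence intensity | Benchmarks: no-enzyme and uninhibited controls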
# Rpn11 inh: inhibitors of human proteasome Rpn11; O00487; human 26S proteasome, Ub4-pepOG fluorescence polarization; 20S core pre-blocked with epoxomicin; calls only at 20 µM; 0.59% of 360,000 active;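 active = inhibition at 20 µM, scaled to each plate's controls, above about 33%, limit read from the data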
# Target sequence (O00487 whole entry, looked up): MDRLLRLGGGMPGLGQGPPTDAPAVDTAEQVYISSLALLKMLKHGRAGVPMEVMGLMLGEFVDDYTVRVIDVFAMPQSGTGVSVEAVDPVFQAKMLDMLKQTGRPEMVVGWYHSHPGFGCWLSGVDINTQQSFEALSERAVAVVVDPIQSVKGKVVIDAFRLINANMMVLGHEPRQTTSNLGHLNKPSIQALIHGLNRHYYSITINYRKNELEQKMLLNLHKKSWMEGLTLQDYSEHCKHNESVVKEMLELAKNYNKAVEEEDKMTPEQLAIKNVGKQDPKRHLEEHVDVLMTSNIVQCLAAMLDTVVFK
# DNMT1 inh: inhibitors of human DNMT1 | inhibition (reported as % activation of signal), % at 10 µM | P26358 | DNMT1 molecular beacon, Hinp1I cleavage, fluorescence | 0.83% of 360,000 active | AID 588458; in the data active = inhibition above about 50%
# Neddyl block: cullin neddylation inhibition; TR-FRET cullin neddylation, biochemical; 0.58% of 360,000 active; AID 651699; calls only at 25 µM; in the data active = inhibition above about 36%
# Target sequence (P61081 whole entry, looked up): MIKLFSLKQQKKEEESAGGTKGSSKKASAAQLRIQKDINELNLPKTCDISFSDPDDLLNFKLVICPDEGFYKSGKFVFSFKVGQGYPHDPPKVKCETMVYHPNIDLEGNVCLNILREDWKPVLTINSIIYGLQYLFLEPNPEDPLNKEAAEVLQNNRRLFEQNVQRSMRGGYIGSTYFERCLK
# Target sequence (Q13564 whole entry, looked up): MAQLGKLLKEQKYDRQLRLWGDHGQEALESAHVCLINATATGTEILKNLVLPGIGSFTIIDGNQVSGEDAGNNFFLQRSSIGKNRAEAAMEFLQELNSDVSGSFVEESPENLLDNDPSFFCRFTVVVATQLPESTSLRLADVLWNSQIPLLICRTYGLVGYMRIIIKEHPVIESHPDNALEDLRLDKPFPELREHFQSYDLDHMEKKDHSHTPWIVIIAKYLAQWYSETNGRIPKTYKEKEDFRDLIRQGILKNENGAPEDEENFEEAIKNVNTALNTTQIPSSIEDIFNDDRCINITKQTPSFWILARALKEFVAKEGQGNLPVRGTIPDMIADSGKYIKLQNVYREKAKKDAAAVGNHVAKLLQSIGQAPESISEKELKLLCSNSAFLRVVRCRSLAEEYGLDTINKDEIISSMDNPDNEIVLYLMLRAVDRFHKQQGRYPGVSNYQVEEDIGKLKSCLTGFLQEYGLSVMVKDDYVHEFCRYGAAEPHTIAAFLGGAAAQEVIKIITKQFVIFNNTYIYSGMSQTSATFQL
# SUMO1-SIM PPI: SUMO1-SIM interaction modulation | AID 602429 | P63165 | 0.33% of 360,000 active | inhibition, % at 20 µM | SUMO1 binding to a labelled peptide, TR-FRET, 1 h; in the data active = inhibition above about 37%
# Starred values were filed as active, the others as inactive; i = inactive; · = not tested or not shown.
# Under each structure – STEP inh	DNMT1 inh	Neddyl block	CSN inh	Rpn11 inh	LMPTP block	Rin1 Abl inh	NadD inh	Scp-1 inhibitor	SUMO1-SIM PPI
Cc1ccc(-n2nc3ccc(N)cc3n2)cc1
  -2	-27	·	5	i	0.7	2	2	1	-6
CCC(CO)Oc1cc(NCc2ccccc2OC)c2ncn(C(C)C)c2c1 (stereo not drawn)
  -2	-8	i	1	i	-0.5	-1	3	-2	-3
CC(C)=C1SC(N2CCN(Cc3ccccc3)CC2)=NC1=O
  -3	6	i	-2	i	-0.7	3	0	-2	1
O=C(CN1C(=O)CCC1=O)Nc1nc(-c2nc3ccccc3s2)cs1
  -3	2	i	0	i	0.3	-1	2	-6	-8
C=CCOc1ccc(CNC(C)(C)C)cc1OC
  1	-3	i	-4	i	-1.3	-4	-1	-15	-6
COc1ccccc1C(=O)N/C(=C\c1cn(S(=O)(=O)N(C)C)c2ccccc12)C(=O)N1CCCCC1
  -2	-8	·	6	i	1.3	2	1	-6	2
O=C(c1ccc2c(c1)C(=O)N(c1ccc(Cl)cc1)C2=O)N1CCN(c2ccccn2)CC1
  15	31	i	5	i	5.5	-1	3	-2	-5
Cc1ccc(S(=O)(=O)N[C@@H](Cc2ccccc2)C(=O)N2CCC(C(=O)N[C@@H](CCC(N)=O)C(=O)O)CC2)cc1
  -1	-2	i	5	i	-0.6	-1	1	-12	0
CN(C)C(=O)c1ccc(NS(=O)(=O)c2ccc3c(c2)OCCO3)cc1
  1	3	i	-2	i	0.3	2	0	-10	3
CN(C)C(=O)CN1CCN(Cc2cn(C)nc2-c2ccc3c(c2)OCCO3)CC1
  2	-3	i	-8	i	-2.1	2	0	-3	-1
N#Cc1ccc(CN2CCN(C(=O)CNC(=O)Cc3ccccc3)CC2)cc1
  -7	3	i	-1	i	1.1	4	-4	24	4
COc1ccc(-c2cc(=O)oc3c(C)c(O)c(CN(C)C)cc23)cc1
  0	-4	·	13	i	-0.7	-6	-2	-13	-21
CCn1nc(C)c(CN2CCCC(C(=O)c3cccc(OC(C)C)c3)C2)c1C (stereo not drawn)
  1	7	i	2	i	-1.1	0	-1	-1	-2
Cc1ccc(CCn2c3c(c4ccccc42)CN(C)CC3)cn1
  -2	-14	i	3	i	2.5	1	0	-3	-2
COc1ccc(S(=O)(=O)Nc2cccc3c2O[C@H](CN(C)S(=O)(=O)c2ccccc2)[C@@H](C)CN([C@H](C)CO)C3=O)cc1
  1	-3	i	0	i	-0.4	-1	-7	-6	0
CCC(=O)Nc1ccc(N2CCOCC2)c(S(=O)(=O)Nc2ccc(Cl)cc2)c1
  14	-34	i	1	i	3.1	0	16	-4	0
O=C(Nc1nccs1)c1cc(-c2ccccc2)nn1-c1ccccc1
  -3	12	i	-4	i	-1.8	-1	-2	-2	1
Cc1cc(OCC(=O)Nc2nccs2)c2c(C)cc(=O)oc2c1
  3	10	i	33	i	4.0	-1	-5	0	-1
O=C1N/C(=N\N=C\c2ccco2)SC1Cc1ccc(F)cc1 (stereo not drawn)
  0	-3	i	-10	i	-1.6	2	-1	-3	-4
CC(=O)NC(=S)Nc1ccc(NC(=O)COc2ccc(C(C)C)cc2)cc1
  1	-7	i	6	i	1.0	-1	6	-7	0
Clc1ccc2c(N3CCCC3)ccnc2c1
  -4	14	i	-1	i	3.2	-3	5	0	-3
O=C(CSc1nnc(-c2ccc(F)cc2)n1-c1ccccc1)NCCN1C(=O)CSC1=O
  -3	0	i	6	i	-0.9	-3	1	0	-2
CCCCCC(=O)Nc1nc(C)c(-c2csc(Nc3cc(OC)ccc3OC)n2)s1
  1	-38	i	-4	i	2.2	0	14	4	-1
O=C(c1ccc(Cl)c(Cl)c1)c1cnc(Nc2ccccc2)s1
  -1	10	i	3	i	-0.4	-4	6	-12	-1
COc1cc(Nc2ccc(S(N)(=O)=O)cc2)c([N+](=O)[O-])nc1[N+](=O)[O-]
  0	5	i	3	i	-1.3	-5	-2	3	-35
O=C(CCc1ccccc1)NC1(Cc2ccccc2)CCN(CCc2cccs2)C1=O (stereo not drawn)
  0	-1	i	-4	i	-0.1	0	-8	-6	5
CCOC(=O)C1CCN(C(=O)CCn2c(=O)[nH]c3ccccc3c2=O)CC1
  -1	0	i	-3	i	-1.2	4	-1	13	1
OCCNc1nc(-c2ccccc2)nc2ccccc12
  0	2	i	10	i	20	-3	-2	-3	6
CCN1CCN(CCCN(Cc2ccco2)C(=S)Nc2ccc(Cl)cc2)CC1
  6	0	i	-7	i	-3.7	-1	-5	-5	2
C=CCn1c(=O)c(C(=O)NCCc2ccc(Cl)cc2)c(O)c2cc(OC)c(OC)cc21
  0	9	i	0	i	-1.5	1	-5	-9	-7

# Compounds listed so far containing a furan ring, fused or not (2):
# Under each structure – STEP inh	DNMT1 inh	Neddyl block	CSN inh	Rpn11 inh	LMPTP block	Rin1 Abl inh	NadD inh	Scp-1 inhibitor	SUMO1-SIM PPI
O=C1N/C(=N\N=C\c2ccco2)SC1Cc1ccc(F)cc1 (stereo not drawn)
  0	-3	i	-10	i	-1.6	2	-1	-3	-4
CCN1CCN(CCCN(Cc2ccco2)C(=S)Nc2ccc(Cl)cc2)CC1
  6	0	i	-7	i	-3.7	-1	-5	-5	2

# (further entries)
# Under each structure – STEP inh	DNMT1 inh	Neddyl block	CSN inh	Rpn11 inh	LMPTP block	Rin1 Abl inh	NadD inh	Scp-1 inhibitor	SUMO1-SIM PPI
COc1ccc(NC(=O)CN(C)C(=O)c2ccccc2Sc2ncnc3sc(C)c(C)c23)cc1
  1	0	i	-8	i	-0.1	0	4	-1	1
COCCn1c(-c2ccc(NC(C)=O)cc2)nc2c1c(=O)[nH]c(=O)n2CC(C)C
  -3	0	·	-1	i	1.3	1	-2	-2	3
O=C(CCC(=O)c1cccs1)NCCc1ccc(F)cc1
  -1	1	i	9	i	-0.8	0	5	2	3
COc1ccc(N(CC(=O)NC2CC2)S(=O)(=O)c2ccccc2)cc1
  1	0	i	2	i	-1.4	0	-12	-10	2
CC(=O)Nc1sc(NC(=O)c2ccc([N+](=O)[O-])cc2)nc1-c1cccs1
  1	-1	i	-4	i	0.1	-3	1	-34	-20
C/C(Cl)=C\Cn1c(N2CCCC2)nc2c1c(=O)n(C)c(=O)n2C
  -3	2	i	3	i	-0.3	2	-4	0	3
NC(=S)Nc1ccc(S(=O)(=O)c2ccc(NC(N)=S)cc2)cc1
  0	-2	i	1	i	14	0	-3	-15	4
CCn1c(CCCNC(=O)c2ccco2)nc2ccccc21
  0	1	i	-3	i	0.2	-1	0	-5	3
Cc1ccc(N2CCN(S(=O)(=O)c3ccc(C)cc3)CC2)cc1
  1	-1	i	-1	i	-1.7	-3	-1	-10	5
CC(C)C[C@H](NC(=O)c1nc[nH]c1C(=O)NC(c1ccccc1)c1ccccc1)C(=O)OCc1ccccc1
  -2	-12	i	-2	i	1.6	1	1	-7	0
Cc1c(NC(=O)/C(C#N)=C/c2c(N3CCCCC3)nc3ccccn3c2=O)c(=O)n(-c2ccccc2)n1C
  -2	4	i	2	i	-1.0	-2	-5	-15	-25
Cc1cccc(C)c1NC(=O)C1(N2CCN(C(=O)c3ccco3)CC2)CCCCC1
  0	-1	i	-5	i	-1.2	-2	-3	-6	0
CCc1nn(-c2cc(Oc3cccc4ccccc34)nc(-c3ccccc3)n2)c(N)c1C#N
  0	56*	i	2	i	1.1	0	24	-5	-3
COc1ccc2sc(-c3ccccc3OC)c(-c3ccc(OCCN4CCCC4)cc3)c2c1
  2	-19	i	-4	i	1.6	-3	15	9	-133
CCOC(=O)c1c(NC(=O)CC2Nc3cc(C)c(C)cc3NC2=O)sc(C)c1C (stereo not drawn)
  -1	1	i	-3	i	-0.6	-3	1	-5	2
CCOP(=O)(O)c1ccccc1OCCOCCOc1ccccc1P(=O)(O)OCC
  -2	0	i	-6	i	-2.1	-7	-3	-1	-1
Cc1ccc(C)c(N2N=C(C(=O)Nc3ccccc3N3CCOCC3)CCC2=O)c1
  -1	1	i	-4	i	0.6	0	-6	-5	3
Cc1ccc(OCc2cc(C(=O)N3CCN(C4CCCCC4)CC3)no2)cc1C
  0	-4	i	3	i	0.1	3	-4	-3	1
O=C(CSc1ccccn1)Nc1ccc2c(c1)oc1ccccc12
  1	-7	i	-3	i	4.1	-1	-1	-4	-5
CCOC(=O)c1ccc(-n2c(CCC(=O)O)ccc2-c2cccs2)cc1
  3	-5	i	9	i	2.5	1	7	-3	3
Cn1c(=O)c2c(ncn2CCCC(=N)N2CCOCC2)n(C)c1=O
  -2	2	i	-2	i	-2.3	2	-11	-6	0
COc1ccc(CCN2C(=O)c3cccnc3C2=O)cc1OC
  -2	1	i	4	i	-0.8	-4	12	0	-20
Cc1ccc(C(=O)CSc2ncnc3ccccc23)o1
  2	-3	i	6	i	1.4	1	6	-13	-11
O=C(COc1ccccc1)Nc1ccc(-c2ccc(N3CCOCC3)nn2)cc1
  9	-5	i	-1	i	3.0	0	6	-3	-10
CC12CCC(=O)N1C(C(=O)N1CCN(S(=O)(=O)c3ccccc3F)CC1)CS2 (stereo not drawn)
  -5	-1	i	5	i	-9.5	-5	6	-6	-19
COCC(=O)N/N=C\c1ccc(OC/C=C/c2ccccc2)c(OC)c1
  1	-5	i	-2	i	-0.3	3	-4	-2	-13
COc1cc(Cl)c(C)cc1NC(=O)CSc1nnc(-c2cccnc2)n1Cc1ccco1
  0	-4	i	-4	i	1.3	1	9	-7	3
O=C(CCC1COc2ccccc2O1)Nc1ccccn1 (stereo not drawn)
  -3	-9	i	0	i	-0.2	0	-1	0	-2
CCC(C)NCCCOc1ccc([N+](=O)[O-])cc1 (stereo not drawn)
  -1	0	i	-4	i	-0.8	-2	6	-8	-11
CC(C)CNC(=S)N(CCN(C)C)Cc1cc2cc3c(cc2[nH]c1=O)OCO3
  -1	1	i	3	i	0.4	-4	-1	0	-4
COCCOC(=O)c1c(NC(=O)CN(C)c2ccccc2)sc(C(N)=O)c1C
  -4	-3	i	-3	i	0.3	1	-6	-2	7
COc1ccc(N2CCN(CC(=O)Nc3nnc(-c4ccccc4)s3)CC2)cc1
  -6	-1	i	-2	i	1.3	2	-2	3	3
CCCCCCCC[n+]1c(C)n(-c2ccccc2)c2ccc(NC(C)=O)cc21
  3	2	i	1	i	-0.7	5.0*	4	12	0
Cc1cc(C)c(NC(=O)OCCN2CCOCC2)c(C)c1
  -4	2	i	-1	i	-0.2	-1	-3	-7	1
Cc1cc(S(=O)(=O)NCC(C)C)ccc1OCC(=O)NC1CC1
  -3	0	i	3	i	-0.7	-3	-1	-2	8
COc1ccc2nc3ccccc3nc2c1
  -3	0	i	-1	i	0.3	-5	4	-4	-33
